# Bioassay records as filed in PubChem.
# procasp7 counter = procaspase-7 activators, primary screen, counter-screen for procaspase-3 activator project, biochemical, absorbance, HTS, human. Caspase-7 (Homo sapiens), P55210. recombinant procaspase-7, Ac-DEVD-pNA absorbance 405 nm; D23A/D198A/D206A triple mutant, cannot self-cleave; scale: DMSO 0, 5 µM enzyme 100. activation, % at 8.5 µM. actives 0.093% (n = 330,000). AID 463210, 2010;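 active = percent activation above the screen-wide mean plus 3 SD, cut at about 25% in these data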
# Target sequence (P55210 whole entry D23A/D198A/D206A): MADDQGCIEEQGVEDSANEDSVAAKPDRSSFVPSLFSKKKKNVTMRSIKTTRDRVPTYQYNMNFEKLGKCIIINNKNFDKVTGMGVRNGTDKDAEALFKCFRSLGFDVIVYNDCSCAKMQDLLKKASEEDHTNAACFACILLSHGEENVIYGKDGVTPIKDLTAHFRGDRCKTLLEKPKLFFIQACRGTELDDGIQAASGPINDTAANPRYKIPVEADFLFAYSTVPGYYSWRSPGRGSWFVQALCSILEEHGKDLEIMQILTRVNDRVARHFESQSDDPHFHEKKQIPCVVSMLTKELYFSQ
#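 Assay system: Uncleavable procaspase-7 mutant enzyme; Input: 2 µM procaspase-7 mutant as dispensed; Also added: DEVD-pNA substrate; Medium: Zinc-free HEPES pH 7.4 with 300 mM NaCl, 0.01% Triton X-100; Timing: 1 h compound preincubation, 2 h substrate cleavage, 25 °C; Measured by: Epi-absorbance of released pNA at 405 nm, two timepoints.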
# AHR act = AHR activators, primary screen, cell-based, luminescence, luciferase reporter, human; actives 2.5% (n = 320,000); AHR-responsive luciferase reporter cells; Aryl hydrocarbon receptor (Homo sapiens), P35869; activation, % at 5 µM; AID 2796, 2010; in the data active = activation above about 47%;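 note: 0% = vehicle wells and 100% = reference agonist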
# MEP2-GFP yeast = modulators of MEP2-GFP levels in yeast, primary screen, S. cerevisiae, multiplex flow cytometry, MLPCN library. S. cerevisiae MEP2-GFP strain, 3 h; 100% = DMSO control level. GFP response vs DMSO, % at 10 µM. actives 0.51% (n = 330,000);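 active = GFP response versus DMSO above a set limit, roughly screen mean plus 3 SD, cut at about 180% in these data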;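 note: median GFP fluorescence of the barcode-gated MEP2-GFP cells per well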
# CIT2 TOR yeast = modulators of CIT2-GFP expression in yeast, primary screen, S. cerevisiae, GFP fusion, multiplex flow cytometry, MLPCN library. S. cerevisiae CIT2-GFP strain, 3 h; 100 means same as DMSO wells. GFP response vs DMSO, % at 10 µM. actives 0.065% (n = 320,000). AID 2029, 2009;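 active = GFP response relative to DMSO above a set limit, near the screen mean plus 3 SD, cut at about 150% in these data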;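 note: ratio of well median GFP fluorescence to mean of DMSO wells on the plate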
# LAP4 TOR yeast = modulators of LAP4-GFP expression in yeast, primary screen, S. cerevisiae, multiplex flow cytometry, MLPCN library. actives 0.34% (n = 320,000). GFP response vs DMSO, % at 10 µM. 3 h; median GFP as percent of DMSO wells;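 active = GFP response vs DMSO above a set limit, about the screen mean plus 3 SD, cut at about 150% in these data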
# RPL19A-GFP yeast = RPL19A-GFP expression modulators in yeast, primary screen, cell-based, S. cerevisiae, multiplex flow cytometry, MLPCN; S. cerevisiae RPL19A-GFP strain, 3 h; stronger effect = lower value; percent response vs DMSO, % at 10 µM; actives 0.3% (n = 330,000);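 active = percent response vs DMSO below 50%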;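 note: median channel GFP fluorescence of the barcoded RPL19A-GFP strain; ratio of sample median GFP to plate DMSO average so 100% = DMSO; lower means less RPL19A-GFP as with rapamycin TOR inhibition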
# proCasp3 act = activators of human procaspase-3 D3A mutant, primary screen, biochemical, absorbance, PC-3 D3A mutant, single concentration; Caspase-3 (Homo sapiens), P42574; recombinant procaspase-3 D3A, Ac-DEVD-pNA absorbance 405 nm; activation, % at 8.5 µM; actives 0.11% (n = 330,000);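 active = activation above the mean of all tested compounds plus 3 SD, cut at about 21% in these data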;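 note: 0% = DMSO alone and 100% = DMSO wells spiked with extra 5 µM PC-3 D3A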
# Target sequence (P42574 whole entry D9A/D28A/D175A): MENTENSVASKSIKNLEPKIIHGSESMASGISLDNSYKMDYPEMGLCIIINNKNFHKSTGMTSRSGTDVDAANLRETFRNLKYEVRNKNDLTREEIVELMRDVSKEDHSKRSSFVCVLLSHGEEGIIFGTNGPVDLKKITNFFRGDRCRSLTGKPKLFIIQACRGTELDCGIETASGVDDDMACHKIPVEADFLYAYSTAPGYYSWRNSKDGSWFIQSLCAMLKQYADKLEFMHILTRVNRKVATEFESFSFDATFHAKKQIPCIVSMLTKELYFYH
#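 Evaluation: percent activation relative to control range; Material: Procaspase-3 D3A mutant, all three cleavage aspartates alanine; Compound: single dose, 8.5 µM nominal compound, 0.8% DMSO; Replication: one well per compound; Signal: absorbance at 405 nm, 0 and 120 min; Schedule: 1 h preincubation plus 2 h reaction at 25 °C.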
# AGP1-GFP MLPCN = modulators of AGP1-GFP expression in yeast TOR pathway, primary screen, cell-based, multiplex flow cytometry, S. cerevisiae, MLPCN library. actives 0.02% (n = 320,000). GFP response vs DMSO, % at 10 µM. 3 h; GFP as percent of DMSO wells;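 active = GFP response relative to DMSO above a set limit, near screen average plus 3 SD, cut at about 150% in these data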;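 note: median GFP channel fluorescence of the gated AGP1 strain per well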
# Active calls of the source: *; . = not tested or not shown; [ ] = another dose, or the depositor's remark. Not a hit list. Share with any hit: about 3.5%.
SMILES,procasp7 counter,AHR act,MEP2-GFP yeast,CIT2 TOR yeast,LAP4 TOR yeast,RPL19A-GFP yeast,proCasp3 act,AGP1-GFP MLPCN
CCN(CC)CCN1C(=O)C2C(C(=O)Nc3ccc(Br)cc3)C3C=CC2(O3)C1C(=O)NC1CCCCC1 (configuration not stated),-4,-1,104,103,96,108,2,104
CSCCOC(=O)C1=C(C)Nc2ccc(C)cc2S1,-20,9,95,80,103,94,-15,84
O=C(CCN1CCCCC1)NCNC(=O)CCN1CCCCC1,7,3,101,95,94,99,12,97
COc1ccccc1-c1sc2ccccc2c1-c1ccc(C(C)=O)cc1,0,42,102,101,98,100,-3,102
COc1ccc(N=C2NC(=O)/C(=C/C=C/c3ccccc3)S2)cc1,1,-2,99,98,116,100,13,107
O=C(COC(=O)C1CC2C=CC1C2)Nc1ccccc1F (configuration not stated),9,-2,102,101,108,100,8,100
CCOC(=O)C1=C(C)Nc2ncnn2C1c1c[nH]c2ccccc12 (configuration not stated),-7,16,104,108,100,100,5,101
O=C(C/C=N/OCc1ccc(Cl)cc1Cl)c1ccc(Cl)cc1,2,1,102,.,102,104,-7,104
CCN(C[C@H]1N[C@@](Cc2ccccc2)(C(=O)OC)[C@H]2C(=O)N(Cc3ccccc3)C(=O)[C@@H]12)S(=O)(=O)c1ccc(OC)cc1,2,2,85,86,85,91,2,84
CCN(CC)S(=O)(=O)c1cccc(C(=O)Nc2nc3cc4c(cc3s2)OCCO4)c1,-1,-1,101,102,100,100,2,100
O=C(O)CC1(CC(=O)NCc2cccc(Cl)c2)CCCCC1,-6,3,115,102,95,106,-4,96
COc1ccc(C(=O)NNC(=O)C23CC4CC(CC(C4)C2)C3)cc1OC,13,0,101,99,97,100,2,101
CS(=O)(=O)N1CCc2cc(NC(=O)c3ccc(Cl)cc3Cl)ccc21,1,-3,97,103,93,98,-2,104
CCn1cc(C2=NCCO2)c2ccccc21,-2,8,106,106,113,99,6,103
CC(=O)c1ccc(N2CCN(CCC#N)CC2)c(F)c1,12,0,92,94,88,92,-1,94
CCN(CC(=O)NCc1ccc(Cl)cc1)C(=O)CCc1ccccc1O,3,-1,102,98,108,103,14,102
CN1C(=O)CSc2ccc(NC(=O)NCCC3=CCCCC3)cc21,-3,4,93,88,92,88,-7,92
CC(C)Oc1cc(S(=O)(=O)N2CCCCC2)ccc1N,-9,4,101,.,101,96,3,103
Cc1cc(C)cc(N(CCC#N)C(=O)COC(=O)C2CCN(c3ccc(C(F)(F)F)cn3)CC2)c1,2,0,112,104,112,107,-9,118
COc1ccc2nc(C)c(C(=O)NN)cc2c1,0,11,100,101,86,103,3,94

# Two entries from above in a different format.
# Results follow in this order: procasp7 counter	AHR act	MEP2-GFP yeast	CIT2 TOR yeast	LAP4 TOR yeast	RPL19A-GFP yeast	proCasp3 act	AGP1-GFP MLPCN
- CCn1cc(C2=NCCO2)c2ccccc21
→ -2	8	106	106	113	99	6	103
- CC(=O)c1ccc(N2CCN(CCC#N)CC2)c(F)c1
→ 12	0	92	94	88	92	-1	94

# Sorted by molar mass (ascending): 3 of the compounds above
SMILES,procasp7 counter,AHR act,MEP2-GFP yeast,CIT2 TOR yeast,LAP4 TOR yeast,RPL19A-GFP yeast,proCasp3 act,AGP1-GFP MLPCN
CCn1cc(C2=NCCO2)c2ccccc21,-2,8,106,106,113,99,6,103
CSCCOC(=O)C1=C(C)Nc2ccc(C)cc2S1,-20,9,95,80,103,94,-15,84
CCOC(=O)C1=C(C)Nc2ncnn2C1c1c[nH]c2ccccc12 (configuration not stated),-7,16,104,108,100,100,5,101

# New compounds follow.
SMILES,procasp7 counter,AHR act,MEP2-GFP yeast,CIT2 TOR yeast,LAP4 TOR yeast,RPL19A-GFP yeast,proCasp3 act,AGP1-GFP MLPCN
CN(Cc1cccs1)CC(O)COCc1ccco1 (configuration not stated),11,-1,109,100,100,102,-12,111
Cc1nc2ccccc2c2c1C(=O)N(Cc1cccnc1)C2=O,4,8,104,.,111,99,7,110
O=C(Nc1ccc2c(c1)OCCO2)NC12CC3CC(CC(C3)C1)C2,-3,15,97,87,99,103,-5,99
CCNC(=S)N(CCO)Cc1cc2cc3c(cc2[nH]c1=O)OCO3,-5,43,104,103,85,104,-5,100
CCOc1cc(CNc2ncn[nH]2)ccc1OCC(=O)NC(C)(C)C,3,3,105,109,107,108,7,111
COCCN(C(=O)COC(=O)C1CCC(C(C)(C)C)CC1)c1c(N)n(Cc2ccccc2)c(=O)[nH]c1=O (configuration not stated),5,0,103,110,108,100,-5,105
CCOc1ccc(NC(=O)CSc2nnnn2C2CC2)cc1S(=O)(=O)N1CCCC1,3,0,99,93,99,94,3,91
CCOC(=O)C1=C(C)Nc2nc(SCc3cccnc3)nn2C1c1ccc(OC)cc1 (configuration not stated),3,38,98,107,102,101,-1,103
CC(=O)Nc1ccc(S(=O)(=O)N(C)CC(=O)OCC(=O)c2ccc[nH]2)cc1,6,1,107,111,92,97,1,99
COc1ccc(-c2nnc(SCC(=O)NC3CC3)o2)cc1,5,3,103,94,109,99,5,102
CN(c1cccc(NC(=O)c2ccc(CN3CCc4ccccc4C3)cc2)c1)S(C)(=O)=O,.,.,110,93,96,107,.,91
O=C(CSc1nnc(C2COc3ccccc3O2)o1)N1CCOCC1 (configuration not stated),4,0,111,101,94,100,3,96
COc1cnc(-c2ccccn2)nc1Sc1ccc(F)cc1,-2,-1,99,106,112,98,-5,99
CCOCc1c(C(=O)NCC(c2ccco2)N2CCCC2)oc2ccccc12 (configuration not stated),4,12,92,82,92,87,-6,90
Cc1cc(NC(=O)Cn2nnc(-c3ccccc3NC(=O)c3ccccc3F)n2)no1,-2,-2,99,112,98,99,9,100
Cc1ccccc1-c1nsc(SCC(=O)Nc2ccc3c(c2)OCO3)n1,0,14,102,109,100,100,7,99
Cn1nc(C(=O)NC2CCCCC2)c2c1-c1ccccc1S(=O)(=O)C2,2,-1,106,104,110,101,4,106
Cc1nn(CC(=O)Nc2ccc(Cl)c(S(=O)(=O)N(C)C)c2)c(C)c1[N+](=O)[O-],3,3,95,96,94,99,0,96
COc1ccc2c(c1)C(C)=CC(C)(C)N2C(=O)Nc1ccccc1,-14,-1,92,87,93,90,-20,80
Cc1ccc(O)c(-c2cc(-c3cccc(F)c3)n[nH]2)c1,4,56*,100,89,117,90,-5,85
Cc1onc(-c2ccccc2Cl)c1C(=O)N(C)CC(=O)Nc1ccc(F)c(F)c1F,13,0,106,108,118,102,-4,115
Cc1cccc(N=Nc2c(C)[nH]n(C(N)=S)c2=O)c1C,1,40,98,101,104,95,2,98
O=C(N/N=C(/c1ccccc1)c1ccncc1)c1ccc2c(c1)OCO2,0,7,109,104,95,104,-4,102
COCC(=O)NC1CCN(CC(=O)Nc2ccc(OC)cc2[N+](=O)[O-])CC1,12,0,100,102,97,95,1,100
CC1(C)Cc2c(sc(NC(=O)C(=O)N3CCCCC3)c2C(N)=O)CO1,-4,3,107,107,102,105,6,107
C=CCn1c(Cc2nc3ccc(Cl)cc3[nH]2)n[nH]c1=S,-14,18,101,98,104,101,-9,104
COc1ccccc1-c1nn(Cc2ccccc2)cc1C(=O)N1CCN(c2ncccn2)CC1,12,1,99,97,95,97,7,98
CCc1nc(N2CCN(Cc3ccc4c(c3)OCO4)CC2)c2oc3ccccc3c2n1,15,-6,109,112,107,109,2,118
COc1cc(C)c(C)cc1S(=O)(=O)N1CCN(Cc2ccc3c(c2)OCO3)CC1,-1,0,96,93,92,93,5,98
Cc1ccc(OCC(O)Cn2c(=N)n(CCN3CCCCC3)c3ccccc32)cc1 (configuration not stated),-5,3,101,110,99,102,1,108
COc1cccc(OC)c1C(=O)N1CCN(C(=O)c2ccc(-c3ccccc3)cc2)CC1,-6,1,104,100,94,98,3,99
CN(C(=S)Nc1ccc(SC(F)F)cc1)c1ccc(O)cc1,-14,8,93,88,107,95,-15,118
Cc1ccnc(NC(=O)CSc2ccc3c(c2)OCCO3)c1,2,-2,91,98,103,95,6,100
CCC(C)c1ccc(NC(=O)C2CCCN(c3ncccn3)C2)cc1 (configuration not stated),-20,3,106,92,102,105,2,94
CCc1nnc(NC(=O)[C@@H](NC(=O)c2cc(OC)cc(OC)c2)C(C)C)s1,-2,1,103,103,97,107,0,107
CCCc1cc(=O)oc2cc(C)cc(OCC(=O)NC(Cc3ccc(Cl)cc3)C(=O)O)c12 (configuration not stated),7,-2,106,96,102,94,1,95
O=C(C[n+]1ccccc1)N/N=C/c1ccccc1[N+](=O)[O-],-5,-1,97,96,111,94,6,97
CCOc1ccccc1NC(=O)NC(=O)N(C)S(=O)(=O)c1ccc(C)cc1,3,64*,105,99,93,104,-3,100
CC(=O)Nc1ccc(S(=O)(=O)NCCc2ccccc2)cc1,12,-1,101,102,102,96,0,98
O=C(c1ccc(Cl)cc1)N1CCN(c2ncccn2)CC1,-2,-1,108,103,98,106,-7,101
CCCCS(=O)(=O)/C=C\C=C/S(=O)(=O)CCCC,-29,-1,109,77,173*,99,-17,85
O=C(NCCC(NS(=O)(=O)OCC(Cl)(Cl)Cl)c1ccccc1)C(F)(F)F (configuration not stated),-12,2,93,77,116,95,5,.
CC(Sc1nnc(-c2cccs2)n1Cc1ccccc1)C(=O)NCc1ccc2c(c1)OCO2 (configuration not stated),2,-1,97,97,102,96,0,101
CCCCN1CCc2c(c3ccccc3n2Cc2ccccc2)C1,11,0,92,90,83,92,3,83
Cc1ccc(C(=O)Nc2ccc(S(=O)(=O)N3CCN(C)CC3)cc2)cc1,0,2,96,97,91,98,4,95
CC(C)n1cnnc1SCC(=O)NNC(=O)COc1ccc(Cl)cc1,13,2,104,102,98,98,-2,99
O=C(CC1(CC2=NS(=O)(=O)c3ccccc3N2)CCCC1)NCCc1ccccc1,8,4,98,98,102,100,2,101
O=C(Cn1ccc(C(F)(F)F)n1)NNC(=O)c1cccnc1,2,0,105[may fluoresce green],112[may fluoresce green],106[may fluoresce green],104[may fluoresce green],-3,109[may fluoresce green]
Cc1cccc(N(CC(=O)NC(C)(C)C)C(=O)CCC(=O)Nc2nccs2)c1,4,-1,109,103,94,100,5,102
CC(C)(C)n1ncc2c(=O)n(CC(=O)OCc3ccccc3)cnc21,13,2,107,103,105,101,-1,106
Cc1cc(OCC(=O)Nc2cnn(CCCC(=O)O)c2)ccc1Cl,-15,-1,99,104,91,98,-2,101
O=C(CC(Cc1ccccc1)C(=O)O)NCCc1ccc2c(c1)OCO2 (configuration not stated),2,0,98,95,101,104,0,95
CC(=O)N1CCN(C(=S)c2cccc([N+](=O)[O-])c2)CC1,11,-1,98,94,96,94,-7,99
COc1ccc(Cl)cc1NC(=O)COC(=O)c1ccc(C)o1,7,4,105,92,109,98,-5,95
CC(=O)N(/N=C/c1cccc(C)c1)c1nc(-c2ccc(Br)cc2)cs1,-10,78*,97,110,93,102,0,99
